Screening data (PubChem BioAssay)
Cneo AK release: Cryptococcus neoformans lysis via adenylate kinase release; 360,000 tested, 0.2% active; C. neoformans lysis, adenylate kinase release luminescence, 4 h; normalised: neutral wells 0, clomiphene wells 100; lysis activity, % at 15 µM;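 active = mean lysis activity across replicates of at least 80%, whatever share of replicates individually reach that level; inactive = mean lysis activity below 80%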
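Material: C. neoformans cells; Schedule: 4 h static compound exposure, 37 °C, read 1 h post-reagent; Measured by: adenylate kinase release luminescence; Read-out: signal increase indicating cell lysis; Controls: Clomiphene as positive lysis control.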
LGR2 antag: Drosophila LGR2 receptor signaling inhibition | AID 720647 | HEK293 LGR2, CRE-luciferase, bursicon-stimulated, 4 h | inhibition, % at 9.99 µM | 380,000 tested, 0.35% active;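 active = drop in luminescence signal, shown as inhibition above about 50% in the replicate tests, limit read from the data, passing the limit was not always enough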;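 note: agonist challenge used bursicon conditioned medium at about half maximal strength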
Xi reactivation: reactivates the inactive X chromosome in mouse fibroblasts. XiGFP mouse fibroblasts, % GFP-positive cells imaging, 3 d; cells co-treated with 5-aza-dC sensitizer; scaled so ellipticine positive control = 100%. 360,000 tested, 0.055% active. activation, % at 7.58 µM;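 active = mean normalized replicate activation at least 10% and every replicate at or above 10%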;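 note: 0% = median of on-plate neutral control wells and 100% = ellipticine 6 µM median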
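Material: XiGFP fibroblasts, SV40-immortalized; Buffer or medium: DMEM containing 5-aza-dC; Compound dosing: single point; Times: 3 days compound exposure.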
PGC1a acetyl inh: lowers PGC1a acetylation signal in U2OS cells; AlphaScreen anti-acetyl-lysine; with virally co-expressed GCN5 acetyltransferase; inhibition, % at 15.6 µM; 350,000 tested, 0.17% active; AID 651687;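 active = every replicate shows inhibition of at least 40%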;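 note: 0% = neutral control wells and 100% = positive control wells; some results beyond the cut were filed as inactive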
ERAP1 HTS inh: blocks human ERAP1 aminopeptidase activity; inhibition, % at 10.7 µM; Q9NZ08; recombinant ERAP1, Leu-AMC fluorescence, 60 min; 340,000 tested, 0.15% active;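 active = mean replicate inhibition of at least 30%, or all replicates individually reaching that 30% level; inactive = mean below 30% and not every replicate reaching it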;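 note: 0% = neutral control wells and 100% = L-leucinethiol positive control wells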
Target sequence (Q9NZ08 whole entry, looked up): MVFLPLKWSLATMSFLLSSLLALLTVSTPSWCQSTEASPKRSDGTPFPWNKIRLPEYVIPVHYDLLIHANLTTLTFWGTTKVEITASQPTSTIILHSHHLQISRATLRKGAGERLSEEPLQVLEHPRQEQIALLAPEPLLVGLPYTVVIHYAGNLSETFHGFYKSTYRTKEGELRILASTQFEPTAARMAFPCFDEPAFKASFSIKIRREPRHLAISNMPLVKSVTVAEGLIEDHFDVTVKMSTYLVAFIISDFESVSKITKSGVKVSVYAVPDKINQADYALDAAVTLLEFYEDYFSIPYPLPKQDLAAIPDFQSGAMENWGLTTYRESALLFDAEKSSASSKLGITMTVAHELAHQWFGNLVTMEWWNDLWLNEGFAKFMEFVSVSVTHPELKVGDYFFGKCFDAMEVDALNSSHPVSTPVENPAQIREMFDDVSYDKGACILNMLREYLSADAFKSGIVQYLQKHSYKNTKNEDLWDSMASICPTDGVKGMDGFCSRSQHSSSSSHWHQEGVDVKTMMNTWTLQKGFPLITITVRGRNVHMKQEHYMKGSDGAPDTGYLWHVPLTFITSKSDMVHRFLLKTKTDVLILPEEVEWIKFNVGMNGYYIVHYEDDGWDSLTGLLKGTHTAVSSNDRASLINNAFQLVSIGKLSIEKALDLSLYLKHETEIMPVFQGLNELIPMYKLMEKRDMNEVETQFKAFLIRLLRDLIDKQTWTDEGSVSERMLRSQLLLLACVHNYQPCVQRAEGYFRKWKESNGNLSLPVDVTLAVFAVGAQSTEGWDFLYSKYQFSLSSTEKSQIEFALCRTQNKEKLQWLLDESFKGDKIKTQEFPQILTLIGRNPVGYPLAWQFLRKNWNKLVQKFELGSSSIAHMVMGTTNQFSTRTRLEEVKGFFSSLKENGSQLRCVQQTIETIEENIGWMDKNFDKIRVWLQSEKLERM
SIRT5 block: blocks human SIRT5 desuccinylation of peptide | Q9NXA8 | Purified SirT5, succinyl-peptide AMC, trypsin-coupled fluorescence | inhibition, % at 15 µM | 330,000 tested, 1.1% active | AID 652115; in the data active = inhibition above about 15%
S100A4 inh HTS: S100A4-myosin IIA interaction inhibition | P26447 | AID 652163 | 360,000 tested, 0.14% active | S100A4/TAMRA-MyoIIA peptide fluorescence polarization | inhibition, % at 10.7 µM;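 active = mean inhibition of at least 70% across replicates, with every replicate also reaching that level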
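Material: S100A4 monomer (human). Medium: Calcium-containing HEPES buffer, pH 7.2. Probe or stimulus: labelled myosin peptide probe, 5 nM. Compound dosing: one concentration per compound. Timing: polarization read 5 min after assay mix addition, stable 5–60 min. Benchmarks: DMSO as neutral control, TFP as positive control.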
C2C12 statin: suppressors of simvastatin-induced myotoxicity in C2C12 myotubes. ATP luminescence, 48 h; scaled: DMSO 0, geranylgeraniol control 100. rescue of ATP level, % at 7.49 µM. 330,000 tested, 0.78% active;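 active = mean ATP rescue above about 67%, or every replicate alone reaching that limit, limit read from the data, passing the limit was not always enough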;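 note: myotubes were challenged with 10 µM simvastatin during compound exposure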
Starred values were filed as active, the others as inactive; . = no result given; & = joins results of further samples. A portion of the library. The share of hits here may be higher or lower than overall.

SMILES	Cneo AK release	LGR2 antag	Xi reactivation	PGC1a acetyl inh	ERAP1 HTS inh	SIRT5 block	S100A4 inh HTS	C2C12 statin
COCCNC(=O)C[C@@H]1CC[C@H]2[C@@H](COC[C@H](O)CN2S(=O)(=O)c2ccccc2F)O1	-2	-1	0.3	8	.	.	.	-9
COc1ccc(S(=O)(=O)N(C)C[C@@H]2Oc3ncc(/C=C/c4ccccc4)cc3C(=O)N([C@@H](C)CO)C[C@H]2C)cc1	.	4	0.6	0	.	.	.	41
O=C(c1ccc(Cl)cc1)N1CCN(c2ccc(N3CCOCC3)nn2)CC1	3	12	0.1	0	-2	.	-3	12
Cc1ccc(S(=O)(=O)N(C)C[C@H]2Oc3ccc(NC(=O)Cc4cn(C)c5ccccc45)cc3CC(=O)N([C@H](C)CO)C[C@H]2C)cc1	-3	-7	-1.3	-34	3	9	-28	64
CCCC(=O)Nc1cccc(Oc2nc(C)cc(C)c2C#N)c1	-4	29	.	-9	.	.	.	13
CCc1c(-c2ccccc2F)ncn1CCc1ccccc1OC	.	12	0.0	.	1	.	51	.
CC(Sc1nn(-c2ccccc2)c(=S)s1)C(=O)NCC1CCCO1 (centres undefined)	4	7	0.1	4	-5	3	9	4
O=C(C[C@H]1C[C@@H]2c3cc(NC(=O)c4cccnc4)ccc3O[C@@H]2[C@@H](CO)O1)NCc1cccc(F)c1	-2	-8	0.4	-6	0	0	-8	1
CCCN(C)C[C@H]1Oc2cc(C#CCOC)ccc2S(=O)(=O)N([C@H](C)CO)C[C@H]1C	3	17	-0.3	9	1	-5	-1	-8
CCOC(=O)CC1(NC(=O)c2cc(COc3ccc(F)c(F)c3)on2)CCCCC1	-1	-2	0.2	-1	3	-2	-1	-3
CC(C)NC(=O)N1[C@@H]2CN(C(=O)c3ccccc3F)c3ccccc3[C@@H]2[C@@H]1CO	-2	2	0.3	-3	-2	.	3	-4
C/C=C/c1cccc(-c2nc(C(=O)N(C)C)cc3c2[C@H](CCO)N([S@@](=O)C(C)(C)C)C3)c1	-5	2	0.7	14	-4	3	5	2
COc1ccc(NS(=O)(=O)c2cc(NC(=O)c3cc(F)c(F)cc3Cl)ccc2N2CCOCC2)cc1	-2	9	0.1	5	-2	-3	-17	-5
Cc1cc(=O)oc2cc(NC(=O)C(C)N3C(=O)C4CCCCC4C3=O)ccc12 (centres undefined)	32	7	-0.1	.	-1	-6	-2	12
COc1ccccc1N1CCN(S(=O)(=O)CCNC(=O)c2ccc(Br)o2)CC1	-1	-2	0.2	0	0	0	-1	6
C[C@@H]1CN([C@H](C)CO)C(=O)c2cc(NS(=O)(=O)c3cn(C)cn3)ccc2O[C@H]1CN(C)Cc1ccncc1	6	10	-0.1	10	-2	-1	-1	-4
O=C(/C=C/c1ccc([N+](=O)[O-])cc1)NCc1ccccn1	6	3	0.0	.	.	.	.	2
O=S(=O)(N[C@H]1CC[C@@H](CCn2cc(C3(O)CCCC3)nn2)O[C@@H]1CO)c1ccc(F)cc1	-4	8	-0.2	0	2	-1	-1	-6
O=[N+]([O-])c1cc(S(=O)(=O)N2CCOCC2)ccc1N1CCCC1	.	5	0.0	-12	-3	-1	4	-2
CCCn1nnnc1NCc1ccc(N(CC)CC)cc1	-4	-16	0.0	2	0	-3	1	2

Quoted at random: 2 entries already listed.
SMILES	Cneo AK release	LGR2 antag	Xi reactivation	PGC1a acetyl inh	ERAP1 HTS inh	SIRT5 block	S100A4 inh HTS	C2C12 statin
Cc1ccc(S(=O)(=O)N(C)C[C@H]2Oc3ccc(NC(=O)Cc4cn(C)c5ccccc45)cc3CC(=O)N([C@H](C)CO)C[C@H]2C)cc1	-3	-7	-1.3	-34	3	9	-28	64
CCCC(=O)Nc1cccc(Oc2nc(C)cc(C)c2C#N)c1	-4	29	.	-9	.	.	.	13

Other structures follow.
SMILES	Cneo AK release	LGR2 antag	Xi reactivation	PGC1a acetyl inh	ERAP1 HTS inh	SIRT5 block	S100A4 inh HTS	C2C12 statin
Cn1cc(/C=N\NC(=O)c2cccs2)c2ccccc21	.	-90	0.0	.	-1	.	-7	.
CSCCNC(=O)C1(C)CCN1C(=O)c1sccc1C (centres undefined)	0	-1	0.1	9	0	0	-5	-4
CCCC(=O)N1CCC2(CC1)CN(Cc1cccnc1)[C@H](CO)c1[nH]c3cc(OC)ccc3c12	.	-8	0.1	-4	-6	-1	0	.
COc1ccc(Nc2nc(OC)nc(N3CCOCC3)n2)cc1	-1	-6	0.2	0	.	-3	0	-18
CC(C)C[C@@]12C(=O)N(c3cccc(Cl)c3)C(=O)N1[C@H](c1ccc(Cl)cc1)[C@@H]1C(=O)N(C3CCCCC3)C(=O)[C@@H]12	3	9	0.0	.	0	-5	-1	1
C[C@@H]1CN([C@@H](C)CO)S(=O)(=O)c2ccc(-c3ccncc3)cc2O[C@@H]1CN(C)C(=O)CN(C)C	-1	-16	-0.3	1	2	-2	-5	7
C[C@@H]1CN([C@@H](C)CO)C(=O)c2cc(NS(C)(=O)=O)ccc2O[C@H]1CN(C)C(=O)Nc1ccc2c(c1)OCO2	1	7	0.1	-16	-1	0	2	8
C[C@@H]1CN([C@H](C)CO)C(=O)c2cc(NS(=O)(=O)c3ccc(Cl)cc3)ccc2O[C@H]1CN(C)S(=O)(=O)c1ccccc1	4	8	-0.1	-12	.	.	.	-7
COC(=O)C1=C(C(=O)OC)[C@@H]2N(C)c3ccccc3[C@@]23C[C@@H](C(=O)OC)N(C(=O)c2ccco2)C3=N1	1	-16	-0.3	17	-1	.	-2	.
CC1CCc2nc(NC(=O)c3cc(C(C)(C)C)nn3C)sc2C1 (centres undefined)	-2	-4	-0.2	4	0	-2	0	-25
O=C1c2ccccc2C(=O)c2c1cccc2-n1nnc2ccccc21	3	-16	0.0	2	8	-4	-1	.
Clc1ccc(-n2nnnc2-c2cnc3ccccc3c2-c2ccccc2)cc1	.	.	0.2	-4	2	-4	-4	.
Cn1c(=O)n(C)c2cc(CN3C(=O)OC(C)(C)C3(C)O)ccc21 (centres undefined)	2	22	-0.2	-8	-2	4	-2	0
Cc1cccc(CN2CCN(C3CN(Cc4ccc(F)cc4)S(=O)(=O)C3)CC2)c1 (centres undefined)	1	-11	.	0	-4	1	0	2
COC(=O)c1ccc(NC(=O)CCS(=O)(=O)c2ccc(Br)cc2)cc1	-1	-8	0.4	.	3	3	2	1
COc1ccc(NC(=O)Nc2ccc3c(c2)C(=O)N([C@@H](C)CO)C[C@@H](C)[C@H](CN(C)S(=O)(=O)c2ccc(Cl)cc2)O3)cc1	2	4	0.0	-7	2	3	-15	.
O=C(CCNC(=O)c1ccc(Cl)cc1)Nc1ccc(S(=O)(=O)N2CCOCC2)cc1	2	0	0.0	-8	2	-2	-2	20
Cc1c(NS(=O)(=O)c2cccc(C(=O)Nc3ccccc3)c2)c(=O)n(-c2ccccc2)n1C	1	-16	0.9	.	0	1	2	5
NC(=O)OCC(O)COc1ccc(Cl)cc1 (centres undefined)	0	6	0.1	-12	1	-3	8	3
COc1ccc(Cl)cc1NC(=O)CN1CCc2ccccc21	.	15	0.1	.	0	0	-2	.
Cc1ccc(-c2ccc(/C=C3/NC(=O)NC3=O)o2)cc1[N+](=O)[O-]	4	.	0.1	-1	-1	1	-18	.
O=C(O)c1ccccc1C(=O)Nc1ccc(-n2nccc2C(F)(F)F)cc1	.	-4	0.0	1	6	1	-4	3
Nc1c(Br)cc(Br)cc1CNC1CCC(O)CC1 (centres undefined)	-1&0	3&-4	1.1&0.1	-1&-9	-4&-6	-1&-1	-4&-2	3&-10
O=C1N(c2ccc(Cl)c(Cl)c2)CN(Cc2ccccc2)CN1n1cnnc1	-8	9	.	-2	-3	-3	0	3
CCCc1nc2c(C)cc(Br)cn2c1Cc1ccc(OC)cc1C	8	-17	0.2	4	2	-1	0	-4
Cc1ccc(S(=O)(=O)N(C)C[C@@H]2Oc3ccc(NS(C)(=O)=O)cc3C(=O)N([C@H](C)CO)C[C@@H]2C)cc1	-2	-10	-0.7	-9	-1	3	4	.
CC(C)n1c(=S)[nH]c2cc(Cl)ccc21	.	-15	0.2	69*	-3	-3	-15	5
CC(=O)N(C[C@H]1N[C@H](CO)[C@@H]1c1ccc(-c2ccc(F)cc2)cc1)C(C)C	2	-14	0.0	-5	-4	-3	0	-20
Cn1cc(CNCc2cn(C)nc2-c2ccc(C3CCCCC3)cc2)cn1	.	-10	-0.1	-4	3	2	-2	.

Full records, looked up by structure. Order of screens: Cneo AK release	LGR2 antag	Xi reactivation	PGC1a acetyl inh	ERAP1 HTS inh	SIRT5 block	S100A4 inh HTS	C2C12 statin
O=C(O)c1ccccc1C(=O)Nc1ccc(-n2nccc2C(F)(F)F)cc1 is listed with .	-4	0.0	1	6	1	-4	3
Cc1ccc(S(=O)(=O)N(C)C[C@@H]2Oc3ccc(NS(C)(=O)=O)cc3C(=O)N([C@H](C)CO)C[C@@H]2C)cc1 is listed with -2	-10	-0.7	-9	-1	3	4	.
Cc1ccc(-c2ccc(/C=C3/NC(=O)NC3=O)o2)cc1[N+](=O)[O-] is listed with 4	.	0.1	-1	-1	1	-18	.
Cn1cc(CNCc2cn(C)nc2-c2ccc(C3CCCCC3)cc2)cn1 is listed with .	-10	-0.1	-4	3	2	-2	.
CC(=O)N(C[C@H]1N[C@H](CO)[C@@H]1c1ccc(-c2ccc(F)cc2)cc1)C(C)C is listed with 2	-14	0.0	-5	-4	-3	0	-20

Of the compounds above, these contain a tert-butyl group:
SMILES	Cneo AK release	LGR2 antag	Xi reactivation	PGC1a acetyl inh	ERAP1 HTS inh	SIRT5 block	S100A4 inh HTS	C2C12 statin
C/C=C/c1cccc(-c2nc(C(=O)N(C)C)cc3c2[C@H](CCO)N([S@@](=O)C(C)(C)C)C3)c1	-5	2	0.7	14	-4	3	5	2
CC1CCc2nc(NC(=O)c3cc(C(C)(C)C)nn3C)sc2C1 (centres undefined)	-2	-4	-0.2	4	0	-2	0	-25
